Siah-1 displacement – blockers of Siah-1 interaction with plectin peptide – biochemical, fluorescence polarization, rhodamine-plectin, uHTS, primary screen (AID 1817) | Siah-1 / rhodamine-plectin peptide fluorescence polarization; higher % means a stronger effect | one-dose displacement, % at 20 µM; IC50 in µM for titrated hits | 290,000 compounds, 0.02% hits;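 active means displacement of at least 50% at 20 µM, with a fluorescence ratio check between 0.3 and a set limit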;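 further: plate controls were Siah plus tracer with DMSO for no effect and tracer alone without Siah for full effect; strong numbers were not always called active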
human PMI inhibition – inhibitors of human PMI, primary screen, biochemical, fluorescence intensity, coupled assay (AID 1209) | purified PMI enzyme, coupled fluorescence intensity; higher % means a stronger effect | inhibition, % at 20 µM, or IC50 in µM where a hit was titrated | 190,000 compounds, 0.42% hits;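 further: plate controls were DMSO vehicle for no effect and wells lacking substrate for full effect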
Myeloid diff MLP – myeloid differentiation induction; 360,000 compounds, 1% hits; ER-HoxA9 myeloid progenitors, lysozyme-GFP differentiation, flow cytometry; calls only at 10 µM;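 active means normalized GFP-positive differentiation at or above the plate's own cutoff, the solvent-only control mean plus 3 SD; inconclusive means no clear call, values can overlap the other calls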;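 further: cells exposed to compound for four days before flow analysis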
RSV CPE inhibition – inhibition of RSV-induced cytopathic effect – HEp-2 cells, primary 10 µM value included (AID 2391); HEp-2 cells, RSV-induced CPE inhibition; higher % means a stronger effect; one-dose CPE inhibition, % at 10 µM; IC50 in µM for titrated hits; 310,000 compounds, 0.13% hits; in the data active means a potency from the dose series; inconclusive means CPE inhibition mostly from about 23% at the one dose, without a potency; inactive means the rest, 99 in 100 with CPE inhibition below about 21%; further: strong numbers were not always called active
PhoP inhibition – inhibitors of PhoP regulon expression, primary screen, Salmonella Typhimurium, GFP reporter (AID 1863); inhibition, % at 50 µM, or IC50 in µM where a hit was titrated; 300,000 compounds, 0.16% hits; S. Typhimurium PhoP-regulated promoter GFP reporter, 4 h; higher % means a stronger effect;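 active means inhibition over 29.93%, a cutoff 3 SD above the screen mean, later confirmed by dose response; inconclusive means inhibition over 29.93% but no dose response follow-up; inactive means inhibition at most 29.93% or unconfirmed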;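 further: 0% = low Mg2+ inducing control and 100% = high Mg2+ repressing control; strong numbers were not always called active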
human PMI inhibitors – MPI inhibition at elevated mannose 6-phosphate – biochemical, fluorescence intensity, high mannose 6-phosphate, primary screen (AID 1220); recombinant PMI enzyme, coupled fluorescence intensity; higher % means a stronger effect; one-dose inhibition, % at 20 µM; IC50 in µM for titrated hits; 190,000 compounds, 0.66% hits
WT yeast gro inh – growth inhibition of WT yeast, mitochondrial fusion screen; mitochondrial fusion phenotypic screen, WT strain; inhibition, % at 10 µM; 190,000 compounds, 2.1% hits; AID 1362; in the data active means inhibition above about 58%; tested in S. cerevisiae
TNAP activators – human TNAP enzyme activators, primary screen, biochemical, luminescent, no phosphate acceptor, uHTS (AID 1001); 200,000 compounds, 0.03% hits; purified TNAP, luminescent activation assay, no phosphate acceptor; higher activation fold means a stronger effect; activation fold at 20 µM, or EC50 in µM where a hit was titrated; in the data active means activation fold from about 3, or a potency from the dose series; inactive means the rest, 99 in 100 with activation fold below about 1.6; further: many of its hits are not listed in these tables
XIAP antagonists – XIAP antagonists, biochemical, IAP family, fluorescence polarization (AID 1018) | XIAP BIR domain, fluorescence polarization peptide displacement; higher % means a stronger effect | displacement, % at 20 µM; hits with a dose series show IC50 in µM | 200,000 compounds, 0.007% hits; in the data active means displacement above about 50%; further: a part of the inactive calls stands beside numbers as strong as those of hits
WT yeast gro inh mutant strain – second read-out of WT yeast gro inh, no call of its own (marks repeat the call); inhibition, %; mitochondrial fusion phenotypic screen, mutant strain inhibition
Myeloid diff MLP GFP+ MAC1+ % – also measured in Myeloid diff MLP; calls as there; GFP+ MAC1+ double positive, %; measured here: differentiation confirmed by MAC1 staining
* = called active by the depositor; i = inactive; ? = inconclusive; / = no result given. Unless noted, no stated cut-off is given here; in the data, active means inhibition above about 50%; inactive means the rest.

Order of results: Siah-1 displacement | human PMI inhibition | Myeloid diff MLP | Myeloid diff MLP GFP+ MAC1+ % | RSV CPE inhibition | PhoP inhibition | human PMI inhibitors | WT yeast gro inh | WT yeast gro inh mutant strain | TNAP activators | XIAP antagonists
1. O=C(Nc1cc(Cl)ccc1Cl)C1CC(=O)N(c2ccc(Br)cc2)C1 (stereo not given)
  3.3% | 6.1% | i | 1.7 | 2.3% | 8.5% | 4.3% | 10.0 | 6.4 | 1 | -2.7%
2. O=C(COc1ccc(Br)cc1)Nc1ccc(-c2nnc(-c3ccco3)o2)cc1
  -1.6% | 0.6% | i | 0.7 | 1.8% | 1.4% | -1.5% | 3.8 | -1.2 | 1 | -4.7%
3. COc1ccc(C2OC(=O)CC2C(=O)NCc2ccc(F)cc2)cc1OC (stereo not given)
  -1.6% | -11.8% | i | 0.3 | -2.0% | -8.0% | -6.4% | 4.2 | -2.2 | 1 | -10.2%
4. CN1c2ccccc2C(=O)NC1c1ccc(Cl)cc1 (stereo not given)
  2.2% | -34.6% | i | 0.6 | 4.7% | -3.9% | -17.9% | 2.2 | 4.7 | 1.2 | -6.3%
5. COc1ccc(OC)c(/C=N/NC(=O)Cn2ccnc2C)c1
  -1.5% | / | i | 0.4 | -0.6% | -8.5% | / | / | / | / | /
6. CNS(=O)(=O)c1ccc(C)c(S(=O)(=O)NC)c1
  3.4% | -14.6% | i | 0.8 | 0.8% | -1.2% | -11.1% | -6.2 | -17.5 | 1.1 | -0.2%
7. Cc1cc(NC(=O)c2ccc(-c3ccccc3F)o2)no1
  2.4% | -1.8% | i | 0.1 | 0.5% | 3.1% | -4.6% | 5.8 | 11.4 | 1.1 | -8.4%
8. CN(Cc1ccsc1)C(=O)CCc1nnc(CCCc2ccccc2)o1
  -1.3% | 12.5% | i | 0.6 | 4.2% | -2.4% | 9.9% | -2.2 | -8.0 | 1 | -2.9%
9. CNC(=O)/C(C#N)=C/c1ccc(-c2ccc(OC)cc2[N+](=O)[O-])o1
  -7.9% | 28.2% | i | 1.0 | 2.9% | -1.7% | 29.2% | 10.7 | 15.6 | 1 | -3.7%
10. O=c1cc(-c2ccccc2)[nH]c2nc3ccccc3n12
  -0.3% | 11.1% | i | 0.3 | 0.9% | -3.8% | 11.7% | -8.6 | 5.6 | 0.7 | -4.0%
11. CCCSC1=C(C#N)C(c2ccccc2OCC)CC(=O)N1 (stereo not given)
  5.1% | 16.5% | i | 2.3 | 0.5% | -5.0% | 15.0% | -14.4 | -0.5 | 1.1 | -3.0%
12. Cc1ccn2cc(CSc3ccccc3)nc2c1
  -0.5% | 10.3% | i | 0.6 | 2.4% | 8.3% | 0.0% | 60.5* | 58.4* | 1 | -7.5%
13. Cc1cc(C)c2nc(SCC(=O)NC(=O)c3cccn3C)cc(C)c2c1
  1.5% | -45.7% | i | 0.7 | 3.7% | -3.1% | -25.7% | -5.0 | -14.6 | 1.1 | -5.5%
14. O=C(CN1CCC(C(O)(c2ccccc2)c2ccccc2)CC1)Nc1ccccc1
  2.0% | 0.8% | i | 8.0 | 0.1% | -1.0% | -1.7% | -4.3 | -3.6 | 1 | -5.2%
15. Cc1ccc(-n2c(-c3ccccc3)c[n+]3c2CCC3)cc1
  -2.6% | -1.8% | i | 2.6 | -1.4% | -4.3% | -0.1% | -5.5 | -6.8 | 1 | -1.3%
16. CCCCNC(=O)C1C2C=CC3(CN(Cc4ccc(C)cc4)C(=O)C13)O2 (stereo not given)
  2.7% | -8.5% | i | 0.6 | 0.5% | 7.7% | -2.4% | 1.4 | -2.9 | 1 | -2.8%
17. C#CCn1cc(Cl)cc(C(=O)Nc2ccccc2)c1=O
  -1.8% | / | i | 0.1 | 1.7% | -3.8% | / | / | / | / | /
18. Cc1ccc(S(=O)(=O)N(C)Cc2ccc(C(=O)N/N=C/c3ccc(OC(F)F)cc3OC(F)F)cc2)cc1
  -0.9% | 22.5% | i | 0.5 | 2.0% | 0.1% | 11.2% | -2.9 | -14.0 | 1.1 | -1.1%
19. Cc1ccc2nc(C)cc(N/N=C/c3ccccc3O)c2c1
  2.2% | / | i | 0.6 | 1.9% | 8.4% | / | / | / | / | /
20. CC(=O)Nc1ccc(OS(=O)(=O)c2ccc(C(C)(C)C)cc2)cc1
  -1.2% | 9.7% | / | / | ? | -3.0% | 6.0% | -2.0 | 6.4 | 1 | -5.2%
21. Cc1ccc(S(=O)(=O)NCc2nc3ccccc3c(=O)n2N)cc1
  -7.2% | -0.3% | i | 0.7 | -1.9% | -11.9% | -8.4% | -10.0 | 3.1 | 1 | -8.3%
22. CCN(CC)c1nc2ccccc2n2cnnc12
  3.9% | 5.6% | i | 3.2 | 1.9% | 18.4% | -4.0% | 16.7 | -4.6 | 1.2 | 0.9%
23. Cc1ccc(NC(=O)CCc2c(C)nn(-c3ccc(N4CCOCC4)nn3)c2C)cc1F
  -2.8% | / | i | 0.5 | 0.8% | 10.9% | / | / | / | / | /
24. Cc1ccc2oc(=O)n(CCOc3ccccc3)c2c1
  23.9% | 1.4% | i | 0.8 | 0.8% | 2.2% | 4.1% | 13.9 | -0.4 | 1.1 | -1.2%
25. CCOC(=O)CSc1nnc(-c2cccnc2)n1Cc1ccccc1
  -4.1% | 2.1% | i | 0.4 | 1.0% | 1.3% | -2.5% | 25.2 | 6.9 | 1.1 | -4.0%
26. CCC1=C2CC[C@H]3C(=O)N(CC)C(=O)[C@H]3[C@H]2[C@@]2(Cc3ccccc3)C(=NCCOC)OC(=O)N2C1=O
  -1.3% | / | i | 1.9 | -1.4% | -0.4% | / | / | / | / | /
27. c1ccc(-c2nn3c(Cn4nnc5ccccc54)nnc3s2)nc1
  11.2% | 42.7% | i | 1.2 | 16.4% | -10.1% | 23.7% | -7.1 | 4.9 | 1.1 | 7.5%
28. Cc1cc(C)c(NC(=O)Cn2cc3c(n2)CCCC3)c(C)c1
  0.0% | 0.9% | i | 2.1 | 0.0% | 7.1% | 4.9% | 6.9 | -2.6 | 1.1 | -8.9%
29. CC1CCN(CCCNS(=O)(=O)c2cc(Br)cc3c2N(C(=O)C2CC2)CC3)CC1
  -0.4% | / | i | 0.6 | 0.3% | 5.4% | / | / | / | / | /
30. Cc1cc(C(F)F)n2ncc(C(=O)NCc3ccc(F)cc3)c2n1
  0.2% | / | i | 0.7 | 0.3% | -5.4% | / | / | / | / | /
31. CCOc1ccc(C2(C)NC(=O)N(CCN(C)C)C2=O)cc1 (stereo not given)
  4.0% | / | i | 0.4 | 2.5% | -4.8% | / | / | / | / | /
32. Cc1ccccc1C(=O)NC(CC(C)C)C(=O)NN1C(=O)c2ccccc2C1=O (stereo not given)
  -5.3% | -7.4% | i | 0.3 | 1.4% | 0.0% | -6.8% | -5.0 | -0.6 | 1.2 | -4.8%
33. CC1=C(C(=O)N2CCCC(C(=O)c3cccc4ccccc34)C2)OCCO1 (stereo not given)
  14.9% | 13.4% | i | 0.3 | 7.3% | 2.8% | 9.7% | -6.6 | -5.0 | 1 | -0.8%
34. O=C(NCc1ccccc1)Nc1cccn(Cc2c(F)cccc2Cl)c1=O
  -1.3% | 5.1% | i | 0.6 | -2.7% | 1.9% | 53.7%* | 2.5 | 10.6 | 1.1 | -8.8%
35. CCc1ccccc1NC(=O)c1onc(C)c1Cl
  -4.3% | 2.6% | i | 1.4 | 0.6% | 9.4% | -3.2% | 13.7 | -11.6 | 1.1 | -2.4%
36. COCCCN=C(c1ccco1)n1c(=S)nc(-c2ccco2)n(CCCOC)c1=S
  -6.8% | 52.4%* | i | 1.1 | -0.2% | -7.2% | 45.7% | -5.9 | 0.8 | 1.9 | -6.8%
37. CC(=O)Nc1ccc(-c2csc(NC(=O)CCCc3cccs3)n2)cc1
  -10.1% | -0.6% | i | 0.9 | 16.0% | -11.4% | 7.8% | -11.8 | 1.7 | 1.1 | -6.1%
38. O=[N+]([O-])c1cc(C(F)(F)F)cc([N+](=O)[O-])c1NCCNC(=S)Nc1cccc(F)c1
  -2.1% | / | i | 0.5 | ? | 2.7% | / | / | / | / | /
39. Cc1nn(Cc2ccccc2)c(C)c1C(=O)Nc1ccc(N2CCOCC2)cc1
  -0.8% | -0.9% | i | 0.6 | 2.6% | -12.7% | 3.2% | -13.9 | -14.2 | 1.1 | -3.7%
40. CCN(CC)S(=O)(=O)c1ccc(Cc2ncc(C(F)(F)F)cc2Cl)s1
  0.6% | -10.0% | i | 1.0 | 8.7% | 13.9% | -19.5% | 10.5 | -38.8 | 1.2 | -8.8%
41. CC(C)Cc1nc2oc3c(NCC4CCCO4)ncnc3c2c2c1CCC2 (stereo not given)
  2.8% | -1.2% | i | 0.4 | 1.7% | 0.3% | 2.4% | 4.1 | 3.0 | 0.9 | 2.3%
42. O=C(O)c1ccc(-n2cc(-c3cc4ccccc4oc3=O)[nH]c2=S)cc1
  0.1% | -73.0% | i | 0.5 | / | -1.3% | -140.4% | -8.3 | -15.2 | 1 | -8.0%
43. CC(C)(C)c1ccc(C(=O)Nc2ccc(S(N)(=O)=O)cc2)cc1
  -0.1% | / | i | 0.3 | 41.9% | -6.9% | / | / | / | / | /
44. Cc1onc(C(=O)N2CCC(Cc3ccccc3)CC2)c1[N+](=O)[O-]
  -4.0% | / | i | 1.9 | 0.5% | 0.4% | / | / | / | / | /
45. O=C(C/C=N/OCc1c(Cl)cccc1Cl)c1ccc(Cl)cc1
  0.0% | 17.7% | i | 1.2 | 4.2% | -22.6% | 9.7% | 18.4 | -17.0 | 1 | -7.2%
46. Oc1ccc(-c2onc(C(F)(F)F)c2-c2cscn2)c(O)c1
  12.1% | 14.9% | i | 0.5 | 1.3% | -1.2% | 13.7% | -10.9 | -16.1 | 1 | 0.2%
47. O=C(CSc1nc2cccnc2n1Cc1ccccc1)NCc1ccco1
  -5.1% | 15.3% | i | 0.7 | 0.1% | 1.3% | 11.1% | 10.3 | 19.0 | 1 | -12.2%
48. Cc1ccc(C(=O)O)cc1-c1ccc(/C=C2\SC(=O)N(CC(=O)Nc3ccccc3)C2=O)o1
  10.4% | -11.0% | i | 0.4 | 1.2% | -5.4% | -3.6% | -2.7 | -6.0 | 0.9 | -19.6%
49. COc1ccc(C(=O)NC(C)c2cc(OC)c(OC)cc2Br)cc1 (stereo not given)
  -2.6% | 9.2% | i | 4.8 | / | -4.6% | 13.3% | -5.8 | -2.4 | 1 | -4.2%
50. Cc1ccc(NC(=O)Cn2c(=O)n(Cc3ccco3)c(=O)c3ccccc32)c(C)c1
  -3.1% | 11.5% | i | 0.9 | 0.8% | 0.2% | 6.9% | 0.3 | -7.3 | 1.1 | -2.9%
51. CC1CCN(C2=C(NS(=O)(=O)c3ccccc3)C(=O)c3ccccc3C2=O)CC1
  1.4% | / | i | 0.3 | 1.5% | -6.5% | / | / | / | / | /
52. COCCNc1nc(N)c([N+](=O)[O-])c(NCc2ccccc2)n1
  -2.7% | / | i | 0.7 | 0.6% | -5.2% | / | / | / | / | /
